Source: PubChem BioAssay
RORgamma inh: inhibitors of mouse ROR gamma transcriptional activity | Drosophila S2 Gal4-RORgamma UAS-luciferase reporter, 20 h | Potency, µM (doses to about 53.6 µM), inactives show at the top dose activity change, negative = inhibition, usual class: inhibitors | AID 2551 | P51450 | actives 5.4% (n = 310,000); note: potency is the fitted concentration of half-maximal effect; % is set by controls: 0 for no effect and ±100 for the full control effect; nearly all actives have a fitted effect of over 60% in size
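In this cell-based reporter format, copper sulfate (700 uM final) drives Gal4–ROR gamma fusion expression from a metallothionein promoter in Drosophila Schneider cells; compounds preincubated 1 hr, reporter read after 20 hr at ambient temperature.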
Rab9 promoter act: activates the Rab9 promoter | Huh7 Rab9 promoter-luciferase reporter, luminescence, 24 h | Potency, µM (titrated, usually from 9.22 µM), for the others: top-dose activation, negative = inhibition, most hits filed as activators | actives 2.8% (n = 320,000) | AID 485297; note: potency is the fitted concentration of half-maximal effect; % of control where 0% means no effect; nearly all actives have a fitted effect of over 60% in size
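Luciferase signal after 10 min detection reagent at ambient indicates Rab9 promoter upregulation; stably transfected Huh7 cells were treated 24 h with compound in DMSO at 37 °C, 5% CO2.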
VP16 counter: counter-screen for ROR gamma inhibitors: Gal4-VP16 reporter; Potency, µM (titrated, usually from 53.6 µM), for the others: at the highest dose activity, negative = inhibition, actives largely listed as inhibitors; actives 3.5% (n = 310,000); Drosophila S2 Gal4-VP16 UAS-luciferase, luminescence, 20 h;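 note: Gal4-VP16 expression switched on by copper sulfate through the metallothionein promoter; potency is the fitted concentration of half-maximal effect; % is set by controls: 0 for no effect and ±100 for the full control effect; nearly all actives have a fitted effect of over 50% in size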
FLuc counter: inhibits or activates purified firefly luciferase, miR-21 counter-screen | actives 6.9% (n = 360,000) | P08659 | Potency, µM (series often up to 57.5 µM), without a hit: at the highest dose activity change, negative = inhibition, actives largely listed as inhibitors | purified FLuc, Km substrates, luminescence inhibition;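 note: potency is the fitted concentration of half-maximal effect; plate controls were vehicle for no effect and reference inhibitor for full effect; nearly all actives have a fitted effect of over 55% in size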
Target sequence (P08659 whole entry, looked up): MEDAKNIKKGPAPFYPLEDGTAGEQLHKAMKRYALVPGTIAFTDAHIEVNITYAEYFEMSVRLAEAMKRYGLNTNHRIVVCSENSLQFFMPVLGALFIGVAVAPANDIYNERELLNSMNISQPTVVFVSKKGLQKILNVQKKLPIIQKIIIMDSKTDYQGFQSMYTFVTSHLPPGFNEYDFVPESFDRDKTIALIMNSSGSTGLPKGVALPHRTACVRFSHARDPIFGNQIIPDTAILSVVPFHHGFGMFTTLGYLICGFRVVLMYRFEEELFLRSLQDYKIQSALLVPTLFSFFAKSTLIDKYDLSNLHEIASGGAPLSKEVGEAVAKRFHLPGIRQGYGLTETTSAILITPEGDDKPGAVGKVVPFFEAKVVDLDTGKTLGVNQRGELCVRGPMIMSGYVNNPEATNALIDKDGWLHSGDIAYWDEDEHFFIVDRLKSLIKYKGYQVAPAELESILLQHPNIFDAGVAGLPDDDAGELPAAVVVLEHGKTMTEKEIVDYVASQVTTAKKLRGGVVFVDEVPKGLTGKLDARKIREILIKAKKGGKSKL
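Purified P. pyralis luciferase, 10 nM final, with Km-level 10 uM D-luciferin and 10 uM ATP in 50 mM Tris acetate pH 7.5, 10 mM Mg acetate, 0.01% Tween-20, 0.05% BSA; 6-point qHTS titration about 60 µM downward; luminescence read.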
Coupling enz: counter-screen for Giardia aldolase inhibitors: coupling enzyme system | coupling enzyme system counterscreen, AmpLite Red fluorescence | activity change, negative = inhibition, % at 58.2 µM, hits read low | actives 0.67% (n = 290,000); in the data active = activity change below about -30%; note: % is set by controls: 0 for no effect and ±100 for the full control effect
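Activity here indicates interference with the coupling reaction, not aldolase inhibition. Compounds at 57.5 uM final met coupling enzymes for 10 min at RT; substrate and AmpLite Red detection followed, with a 525/598 nm fluorescence read after 20 min.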
uPA generation: inhibitors of cell surface uPA generation; cell surface uPA generation assay, qHTS; actives 0.31% (n = 330,000); Potency, µM (doses to about 38.3 µM), for the others: top-dose activity change, negative = inhibition, hits mostly inhibitors; active = well fitted inhibition curve with a large enough effect; inconclusive = small, poorly fitted or top-dose-only effect; inactive = no such curve, though single readings can be large or run the other way; tested in mouse RAW 264.7 cells; note: potency is the fitted concentration of half-maximal effect; % is set by controls: 0 for no effect and ±100 for the full control effect; nearly all actives have a fitted effect of over 55% in size
Tb PFK inh: T. brucei PFK enzyme inhibition. O15648. T. brucei PFK, ADP-Glo luminescence. Potency, µM (highest dose often 57.5 µM), without a hit: at the top dose activity, negative = inhibition, most hits filed as inhibitors. actives 0.17% (n = 330,000). AID 485367;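 note: potency is the fitted concentration of half-maximal effect; 0% = uninhibited 1x PFK enzyme wells and -100% = no-enzyme wells; nearly all actives have a fitted effect of over 60% in size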
Target sequence (O15648 whole entry, looked up): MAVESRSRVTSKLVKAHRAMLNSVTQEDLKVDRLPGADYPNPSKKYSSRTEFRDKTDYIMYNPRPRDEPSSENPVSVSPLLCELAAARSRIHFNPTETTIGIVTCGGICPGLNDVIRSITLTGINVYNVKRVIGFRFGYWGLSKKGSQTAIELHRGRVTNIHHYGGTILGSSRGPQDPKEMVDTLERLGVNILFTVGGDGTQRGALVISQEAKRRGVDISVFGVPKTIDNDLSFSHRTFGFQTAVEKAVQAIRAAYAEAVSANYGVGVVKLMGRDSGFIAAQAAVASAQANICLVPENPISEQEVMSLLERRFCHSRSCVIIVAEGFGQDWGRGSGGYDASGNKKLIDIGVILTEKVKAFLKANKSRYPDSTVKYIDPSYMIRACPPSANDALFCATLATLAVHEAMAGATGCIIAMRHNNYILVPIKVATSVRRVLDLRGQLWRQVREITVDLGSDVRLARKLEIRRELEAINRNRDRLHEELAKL
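Luminescent ADP detection (ADP-Glo, two-step: ATP depletion then ADP-to-ATP conversion for luciferase) reported PFK activity after 45 min room-temperature reaction of 1.25 nM enzyme with 0.5 mM F6P and 0.1 mM ATP at pH 8.0.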
NPC1 promoter act: activators of NPC1 promoter | Huh7 NPC1 promoter luciferase reporter, 24 h | Potency, µM (top dose mostly 9.22 µM), inactives show top-dose activation, usual class: activators | actives 2.4% (n = 320,000);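 note: potency is the fitted concentration of half-maximal effect; % of control where 0% means no effect; nearly all actives have a fitted effect of over 60% in size; reporter is driven by a mutant NPC1 promoter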
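Stable NPC1-promoter luciferase Huh7 line; cpd (DMSO) 24 h, 37 °C, 5% CO2; Amplite luciferase reagent 10 min RT; luminescence readout. qHTS format.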
Giardia killer: Giardia lamblia killing; Giardia lamblia trophozoite viability; activity change, % at 7.66 µM, hits read low; actives 0.15% (n = 340,000); AID 540267; in the data active = activity change below about -80%; inconclusive = between about -30% and that limit;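 note: parasites exposed to compound for two days anaerobically before the ATP read; % is set by controls: 0 for no effect and ±100 for the full control effect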
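Luminescent ATP signal served as the viability read-out, measured 15-30 min after adding ATP detection reagent to trophozoites that had been incubated with compounds for 48 hrs at 37 deg C anaerobically at 100 cells/well.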
ELG1 genotox: inducers of genotoxicity in HEK293T ELG1-luciferase cells; HEK293T ELG1-luciferase reporter, luminescence, 16 h; Potency, µM (highest dose often 46 µM), without a hit: at the highest dose activity change, positive = activation, hits mostly activators; actives 1.3% (n = 330,000); AID 504466; note: potency is the fitted concentration of half-maximal effect; % of control where 0% means no effect; nearly all actives have a fitted effect of over 60% in size
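Quantitative HTS format in 1536-well plates. HEK293T ELG1-luciferase reporter cells receive test compound and are incubated 16 hr at 37 °C, 5% CO2; ONE-Glo added, 30 min room temperature, then luminescence read.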
KCNH2 3.1 inh: inhibitors of human KCNH2 3.1 potassium channel isoform | U2OS KCNH2 3.1, thallium flux FluxOr; stronger effect = lower value | activity change, % (tested at about 1.8 µM) | actives 0.95% (n = 340,000);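 active = maximum activity change below -70%; inconclusive = maximum activity change from -70% to -50%; inactive = maximum activity change above -50%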;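 note: thallium influx rate constant from kinetic fluorescence after stimulation buffer; % is set by controls: 0 for no effect and ±100 for the full control effect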
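Steps: virus added to U2OS suspension (4 h, RT, dark); medium with 10% FBS added, cells plated, 37 C overnight; FluxOr/Red40 loading buffer 45 min RT; stimulation buffer, 2 min kinetic read; rate constant normalized.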
Starred values were filed as active, the others as inactive; u = inconclusive; x = not tested or not shown; & = joins results of further samples; [ ] = remark or other dose. Unless noted, calls come from the whole dose curve; as a rule, active = well fitted curve in the direction sought with a large enough effect; inconclusive = small, poorly fitted or top-dose-only effect, or another doubt; inactive = no such curve, though single readings can be large; an effect the other way counts as inactive or inconclusive.

SMILES	RORgamma inh	Rab9 promoter act	VP16 counter	FLuc counter	Coupling enz	uPA generation	Tb PFK inh	NPC1 promoter act	Giardia killer	ELG1 genotox	KCNH2 3.1 inh
CC12CCC3C(CCC4N(CCO)CCC34C)C1CCC2O (centres undefined)	23%	-1%	-12%	-1%	1	4%	-10%	-2%	0	-1%	6
O=C(O)c1cc(Cl)ccc1OS(=O)(=O)c1ccc(Cl)s1	x	x	x	x	x	1%	2%	x	7	-2%	2
Cc1[nH]n(C(N)=S)c(=O)c1N=Nc1cccc(Cl)c1	0.28µM*	u	1.6µM*	5.4µM*	3	8%	1%	u	-19	u	-6
COc1cc(C2c3sc(=O)[nH]c3SC3C4CCC(C4)C23)ccc1O (centres undefined)	12%	-5%	1%	-2%	-4	x	-2%	-6%	-5	0%	-26
C=CCn1c(COC)nnc1SCC(=O)c1ccc(F)cc1	5%	-2%	-13%	-13%	-3	x	-1%	9%	-14	8%	-5
O=C(COC(=O)c1ccc(S(=O)(=O)N2CCc3ccccc3C2)cc1)NC1CCS(=O)(=O)C1 (centres undefined)	2%	-1%	-5%	-3%	4	1%	-3%	4%	1	3%	x
COCc1nnc(NC(=O)CCc2ccccc2)s1	26%	-2%	4%	-3%	2	1%	0%	-2%	10	0%	-3
COc1cc(C2c3c(n[nH]c3C)C(=O)N2c2ccc(C)cc2)ccc1O (centres undefined)	-28%	-8%	-1%	2%	4	-5%	0%	1%	6	-1%	-7
CC(=O)c1ccc(NC(=O)C(C)OC(=O)COc2ccc(C#N)cc2)cc1 (centres undefined)	u	-5%	-2%	0%	1	2%	0%	1%	-13	0%	1
O=C(CCc1ccccc1)NNC(=O)c1ccncc1	x	x	x	x	x	-12%	12%	x	-6	1%	6

With a hit mark in RORgamma inh, among the entries above:
compound,RORgamma inh,Rab9 promoter act,uPA generation,Tb PFK inh,NPC1 promoter act
Cc1[nH]n(C(N)=S)c(=O)c1N=Nc1cccc(Cl)c1,0.28µM*,u,8%,1%,u

Other structures.
SMILES	RORgamma inh	Rab9 promoter act	VP16 counter	FLuc counter	Coupling enz	uPA generation	Tb PFK inh	NPC1 promoter act	Giardia killer	ELG1 genotox	KCNH2 3.1 inh
CN(C)c1ccc(/C=C(\C#N)C(=O)OCC(=O)N(C)C2CCS(=O)(=O)C2)cc1 (centres undefined)	x	-1%	x	24µM*	x	3%	0%	-1%	-8	u	-20
Cc1ccc(C)c(NC(=O)CSc2c(C)n[nH]c2C)c1	-21%	-9%	1%	-1%	3	4%	1%	0%	-2	-2%	3
CCOc1ccc(NC(=O)CN(C)CC(=O)Nc2ccccc2SC)cc1OCC	3%	-5%	5%	9%	0	12%	4%	-3%	-5	2%	11
C/C=C/c1ccccc1OCc1ccc(C(=O)OC)o1	9%	4%	-4%	u	1	8%	-1%	5%	-6	4%	-6
CC(=O)Nc1ccc(S(=O)(=O)NCCS(=O)(=O)N2CCN(c3ccccc3F)CC2)cc1	14%	-10%	-4%	0%&2%	3	-1%	0%	-4%	10	-5%[9.26 µM]	-18
CNC(=O)CSCc1c(Cl)cccc1Cl	-20%	-2%	-6%	4%	1	-3%	0%	-3%	-7	9%	-2
COc1ccc(N2C(=O)c3ccccc3C(C)(C)C2=O)cc1	-26%	-17%	19%	0%	1	3%	0%	-8%	-21	5%	19
C[C@@H]1CC[C@]2(O[C@@H](CCO)C[C@@H](O)[C@@H]2O)O1	-22%	-8%	-9%	1%	7	11%	0%	-3%	-1	3%	10
CCOc1cc(N2CCOCC2)c(OCC)cc1NC(=O)COc1ncnc2ccccc12	2%	1%	12%	-1%	-2	x	-4%	-4%	-23	-2%	-13
COc1ccc(C(=O)NC2CCN(CC(=O)NC3CCCCC3)CC2)cc1	8%	-4%	6%	4%	1	2%	2%	-2%	9	-4%	6

Given as a markdown table: three of the compounds above
| SMILES | RORgamma inh | Rab9 promoter act | VP16 counter | FLuc counter | Coupling enz | uPA generation | Tb PFK inh | NPC1 promoter act | Giardia killer | ELG1 genotox | KCNH2 3.1 inh |
| --- | --- | --- | --- | --- | --- | --- | --- | --- | --- | --- | --- |
| CCOc1ccc(NC(=O)CN(C)CC(=O)Nc2ccccc2SC)cc1OCC | 3% | -5% | 5% | 9% | 0 | 12% | 4% | -3% | -5 | 2% | 11 |
| C[C@@H]1CC[C@]2(O[C@@H](CCO)C[C@@H](O)[C@@H]2O)O1 | -22% | -8% | -9% | 1% | 7 | 11% | 0% | -3% | -1 | 3% | 10 |
| COc1ccc(C(=O)NC2CCN(CC(=O)NC3CCCCC3)CC2)cc1 | 8% | -4% | 6% | 4% | 1 | 2% | 2% | -2% | 9 | -4% | 6 |

Profiles from above. Order of values: RORgamma inh	Rab9 promoter act	VP16 counter	FLuc counter	Coupling enz	uPA generation	Tb PFK inh	NPC1 promoter act	Giardia killer	ELG1 genotox	KCNH2 3.1 inh
`COc1ccc(N2C(=O)c3ccccc3C(C)(C)C2=O)cc1` across the screens: -26%	-17%	19%	0%	1	3%	0%	-8%	-21	5%	19
`Cc1ccc(C)c(NC(=O)CSc2c(C)n[nH]c2C)c1` across the screens: -21%	-9%	1%	-1%	3	4%	1%	0%	-2	-2%	3

(more compounds)
SMILES	RORgamma inh	Rab9 promoter act	VP16 counter	FLuc counter	Coupling enz	uPA generation	Tb PFK inh	NPC1 promoter act	Giardia killer	ELG1 genotox	KCNH2 3.1 inh
O=C(CNC(=O)c1ccccc1)OCC(=O)c1ccc(Cl)s1	x	2%	x	0%	x	10%	-7%	-2%	-2	1%	1
O=C(COc1ccc(Cl)cc1Cl)Nc1cccc(-c2ccc(N3CCOCC3)nn2)c1	x	1µM*	x	0.43µM*	x	2%	5%	u	-14	1.8µM*	-3
O=C(Nc1ccc(S(=O)(=O)N2CCCC2)cc1)C1CCN(S(=O)(=O)c2ccc(F)cc2)CC1	x	-8%	x	8%	x	-7%	2%	-5%	-4	-6%	-106*
COc1ccc(CN2CCNC(=O)C2CC(=O)N2CCCN(C(C)=O)CC2)c(OC)c1 (centres undefined)	0%	-1%	-3%	-2%	-8	3%	1%	2%	-21	2%	14
Cc1ccc2nsnc2c1NC(=O)c1ccc([N+](=O)[O-])cc1	7.9µM*	-31%[inhibitor]	u	1%	0	-3%	-2%	-21%	-12	-13%	-4
CCCCn1nnnc1SCC(=O)N(CC)CC	-4%	-7%	10%	1%	1	4%	-3%	10%	19	4%	5
CCCCc1ccc(NC(=O)CC(C)(C)C)cc1	u	u	-10%	15µM*	-8	-11%	-11%	u	-6	15%	1
CCN(CC)S(=O)(=O)c1ccc(O)c(C(=O)OCC(=O)NC2CCCC2)c1	14%	1%	4%	3%	-3	1%	2%	-2%	-3	-1%	-7
COCCCNC(=O)CCN1C(=O)COc2ccccc21	-14%	-5%	-1%	8%	3	0%	3%	-4%	-19	-1%	-11
COc1ccc(C(=O)Nc2ccc(S(=O)(=O)Nc3cc(C)nc(C)n3)cc2)cc1	-2%	2%	-2%	u	1	2%	12%	2%	-9	1%	-3
CCOC(=O)c1ccc(CNC(=O)CSc2nnnn2-c2ccc(Cl)cc2)o1	3%	-1%	3%	2%	1	-3%	8%	-1%	-16	1%	-7
N#Cc1ccc(C(=O)OCCc2cc3ccccc3c(=O)o2)cc1	x	2%	x	-2%	x	18%	0%	3%	5	-1%	x
C#CCOCCOCCOCCNc1nc(N2CCN(C(=O)CCCCCCCCCCNC(=O)Cn3cc(C[C@@H](C)O)nn3)CC2)nc(N2CCN(C(=O)CCCCCCCCCCNC(=O)[C@@H]([C@H](C)O)n3cc(C)nn3)CC2)n1	x	-3%	x	2%	x	u	-17%	-2%	-2	1%	2
COc1ccc(CN=C(C)c2c(C(F)(F)F)[nH]n(-c3nc4ccccc4s3)c2=O)cc1	-24%	4µM*	5%	6.7µM*	-3	-1%	0%	u	-4	15µM*	-7
CCOCCCNC(=S)N(Cc1ccco1)Cc1cc2cc3c(cc2[nH]c1=O)OCCO3	u	-16%	7%	-8%	1	-1%	-6%	0%	12	-4%	13
S=C(NCCCN1CCOCC1)Nc1ccc(Cl)cc1	-8%	-5%	-13%	3%	2	-3%	-4%	-4%	9	-1%	1

3 of the entries above in order of their number in uPA generation, descending.
Compound | uPA generation
N#Cc1ccc(C(=O)OCCc2cc3ccccc3c(=O)o2)cc1 | 18%
CCOCCCNC(=S)N(Cc1ccco1)Cc1cc2cc3c(cc2[nH]c1=O)OCCO3 | -1%
S=C(NCCCN1CCOCC1)Nc1ccc(Cl)cc1 | -3%
